Screens (PubChem BioAssay)
NSD2 block = inhibitors of human NSD2 methyltransferase; NSD2-SET H3K36me1 DELFIA fluorescence, biochemical; AID 624260; O96028; inhibition, % at 12.5 µM; actives 0.07% (n = 44,000); in the data active = inhibition above about 54%, passing the limit was not always enough;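 also: inhibitors reduce the monomethyl H3K36 fluorescence signal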
Target sequence (O96028 whole entry, looked up): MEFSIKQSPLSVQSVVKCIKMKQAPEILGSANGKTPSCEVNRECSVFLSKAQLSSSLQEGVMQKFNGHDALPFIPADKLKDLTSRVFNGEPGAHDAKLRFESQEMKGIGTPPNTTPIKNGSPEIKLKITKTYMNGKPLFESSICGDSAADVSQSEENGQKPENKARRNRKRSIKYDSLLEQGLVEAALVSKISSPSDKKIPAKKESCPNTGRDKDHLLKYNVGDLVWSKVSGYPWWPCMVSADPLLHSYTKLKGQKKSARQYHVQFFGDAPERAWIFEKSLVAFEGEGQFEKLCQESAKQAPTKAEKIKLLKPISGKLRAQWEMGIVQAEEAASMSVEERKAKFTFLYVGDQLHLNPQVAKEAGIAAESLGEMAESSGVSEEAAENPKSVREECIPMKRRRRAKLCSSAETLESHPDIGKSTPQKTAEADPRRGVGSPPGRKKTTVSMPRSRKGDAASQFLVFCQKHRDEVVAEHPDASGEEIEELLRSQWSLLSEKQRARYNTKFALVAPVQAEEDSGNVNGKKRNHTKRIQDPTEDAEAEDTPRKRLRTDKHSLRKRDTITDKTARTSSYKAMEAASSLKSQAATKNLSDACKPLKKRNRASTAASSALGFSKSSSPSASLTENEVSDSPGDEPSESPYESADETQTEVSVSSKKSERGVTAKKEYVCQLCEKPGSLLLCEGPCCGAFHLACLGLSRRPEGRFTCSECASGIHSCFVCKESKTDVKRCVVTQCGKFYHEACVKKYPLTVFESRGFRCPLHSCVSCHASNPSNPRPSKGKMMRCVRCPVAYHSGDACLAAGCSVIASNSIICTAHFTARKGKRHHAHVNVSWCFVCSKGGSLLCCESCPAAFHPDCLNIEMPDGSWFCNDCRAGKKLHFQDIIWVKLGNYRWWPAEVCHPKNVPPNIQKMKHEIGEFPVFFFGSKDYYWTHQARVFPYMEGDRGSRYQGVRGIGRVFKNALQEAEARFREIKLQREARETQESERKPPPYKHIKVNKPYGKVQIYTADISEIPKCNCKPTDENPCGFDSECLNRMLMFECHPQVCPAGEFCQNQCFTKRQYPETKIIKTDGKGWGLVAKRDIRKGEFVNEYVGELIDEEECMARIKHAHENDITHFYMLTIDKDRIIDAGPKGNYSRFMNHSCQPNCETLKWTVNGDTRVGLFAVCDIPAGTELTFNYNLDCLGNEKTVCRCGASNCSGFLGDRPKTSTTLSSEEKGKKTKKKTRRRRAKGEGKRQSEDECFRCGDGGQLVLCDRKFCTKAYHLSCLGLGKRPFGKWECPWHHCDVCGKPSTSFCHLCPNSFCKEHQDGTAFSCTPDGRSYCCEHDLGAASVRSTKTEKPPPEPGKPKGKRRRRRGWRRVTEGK
The depositor's hits bear a star.

SMILES	NSD2 block
COc1ccc(CN(C)C[C@@H]2Oc3c(NC(=O)c4cnccn4)cccc3C(=O)N([C@H](C)CO)C[C@H]2C)cc1	3
C[C@H](CO)N1C[C@H](C)[C@@H](CN(C)Cc2ccc(C(=O)Nc3ccccc3N)cc2)Oc2c(NC(=O)Nc3ccc(F)cc3)cccc2C1=O	-4
NC(=O)NCC#Cc1ccc2c(c1)[C@]1(C(=O)N2)[C@H](C(=O)N2CCCCCCC2)[C@H]2C(=O)O[C@H](c3ccccc3)[C@H](c3ccccc3)N2[C@@H]1c1ccccc1OCCO	-3
C[C@H]1CN([C@@H](C)CO)C(=O)Cc2cc(NS(=O)(=O)c3cccs3)ccc2O[C@@H]1CN(C)S(=O)(=O)c1cn(C)cn1	12
CC(=O)N(C)C[C@H]1Oc2ncc(-c3ccccc3C)cc2C(=O)N([C@H](C)CO)C[C@@H]1C	10
CNC[C@H]1Oc2c(NC(=O)c3nc4ccccc4s3)cccc2C(=O)N([C@@H](C)CO)C[C@@H]1C	1
COc1ccccc1-c1ccc2c(c1)O[C@@H](CN(C)C(=O)c1ccncc1)[C@H](C)CN([C@@H](C)CO)S2(=O)=O	10
C[C@H]1CN([C@@H](C)CO)C(=O)Cc2cc(NC(=O)CCC(F)(F)F)ccc2O[C@@H]1CN(C)Cc1ccc(C(=O)Nc2ccccc2N)cc1	-5
CCOC(=O)N(C)C[C@@H]1OCc2ccccc2-c2c(n(C)c3ccccc23)C(=O)N([C@@H](C)CO)C[C@@H]1C	-1
COc1cccc(CNC(=O)C[C@@H]2C=C[C@H](NC(C)=O)[C@H](CO)O2)c1	5
COCC(=O)Nc1ccc2c(c1)[C@@H]1C[C@@H](CC(=O)O)O[C@@H](CO)[C@@H]1O2	0
CCO[C@@H]1OC(C(=O)NCc2nc3ccccc3[nH]2)=C[C@H](C2CC2)[C@H]1CCCO	1
C[C@H]1CN([C@@H](C)CO)C(=O)c2cc(NC(=O)NC3CCCCC3)ccc2O[C@H]1CN(C)S(=O)(=O)c1ccc(Cl)cc1	0
O=C(NO)c1ccc(C(=O)N/N=C/c2ccccc2O)cc1	-6
Cc1nnc(SCc2ccccc2C#N)n1-c1ccccc1	2
CC(C)[C@H](C)NC(=O)N(C)C[C@H]1OCc2ccccc2-c2ccccc2C(=O)N([C@@H](C)CO)C[C@@H]1C	2
Cc1ccc(SCc2[nH]n(-c3nc4ccccc4s3)c(=O)c2C=NCc2ccco2)cc1	-8
C[C@@H]1CN([C@@H](C)CO)C(=O)c2cc(NC(=O)CCCCCC(=O)Nc3ccccc3N)ccc2O[C@@H]1CN(C)S(=O)(=O)c1ccc(Cl)cc1	-1
C[C@H](CO)N1C[C@H](C)[C@@H](CN(C)Cc2ccc(-c3ccccc3)cc2)Oc2ccc(NC(=O)Cc3ccccc3)cc2CC1=O	2
C[C@H](CO)N1C[C@H](C)[C@H](CN(C)S(C)(=O)=O)Oc2ncc(/C=C/c3ccccc3)cc2C1=O	3
C[C@H]1CCCCO[C@@H](CN(C)S(=O)(=O)c2ccc(Cl)cc2)[C@@H](C)CN([C@@H](C)CO)C(=O)c2cc(NC(=O)NC3CCCCC3)ccc2O1	-1
COc1ccccc1C#Cc1ccc2c(c1)O[C@@H](CN(C)C(C)=O)[C@@H](C)CN([C@@H](C)CO)S2(=O)=O	-6
C[C@@H]1CN([C@@H](C)CO)C(=O)CCCn2cc(nn2)CO[C@@H]1CN(C)C(=O)Nc1ccccc1	-9
C[C@H](CO)N1C[C@H](C)[C@@H](CN(C)Cc2ccncc2)Oc2ccc(NS(=O)(=O)c3ccc(F)cc3)cc2CC1=O	5
C[C@@H]1CN([C@H](C)CO)C(=O)c2cc(NC(=O)Nc3ccccc3)ccc2O[C@@H]1CN(C)Cc1ccc(Oc2ccccc2)cc1	-5

Sorted by number of heavy atoms (highest first): some entries from above
SMILES	NSD2 block
CCOC(=O)N(C)C[C@@H]1OCc2ccccc2-c2c(n(C)c3ccccc23)C(=O)N([C@@H](C)CO)C[C@@H]1C	-1
CC(C)[C@H](C)NC(=O)N(C)C[C@H]1OCc2ccccc2-c2ccccc2C(=O)N([C@@H](C)CO)C[C@@H]1C	2
C[C@@H]1CN([C@@H](C)CO)C(=O)CCCn2cc(nn2)CO[C@@H]1CN(C)C(=O)Nc1ccccc1	-9

Among those listed so far, three have a Cl atom.
SMILES	NSD2 block
C[C@H]1CN([C@@H](C)CO)C(=O)c2cc(NC(=O)NC3CCCCC3)ccc2O[C@H]1CN(C)S(=O)(=O)c1ccc(Cl)cc1	0
C[C@@H]1CN([C@@H](C)CO)C(=O)c2cc(NC(=O)CCCCCC(=O)Nc3ccccc3N)ccc2O[C@@H]1CN(C)S(=O)(=O)c1ccc(Cl)cc1	-1
C[C@H]1CCCCO[C@@H](CN(C)S(=O)(=O)c2ccc(Cl)cc2)[C@@H](C)CN([C@@H](C)CO)C(=O)c2cc(NC(=O)NC3CCCCC3)ccc2O1	-1

Next part
SMILES	NSD2 block
Cc1noc(C)c1S(=O)(=O)N(C)C[C@@H]1OCCCC[C@H](C)Oc2ccc(NC(=O)Nc3ccc4c(c3)OCO4)cc2C(=O)N([C@H](C)CO)C[C@@H]1C	-1
CC(C)NC(=O)Nc1cccc2c1O[C@@H](CN(C)CC1CCCCC1)[C@H](C)CN([C@@H](C)CO)C2=O	-9
COc1ccc(S(=O)(=O)Nc2ccc3c(c2)C(=O)N([C@H](C)CO)C[C@@H](C)[C@@H](CN(C)CC2CCCCC2)O3)cc1	4
Cc1noc(C)c1S(=O)(=O)N(C)C[C@@H]1Oc2ccc(NC(=O)NC3CCCCC3)cc2CC(=O)N([C@@H](C)CO)C[C@@H]1C	4
C[C@@H]1CN([C@@H](C)CO)C(=O)c2cccc(N(C)C)c2O[C@@H]1CN(C)S(=O)(=O)c1ccc(Cl)cc1	3
C[C@H]1CN([C@@H](C)CO)C(=O)Cc2cc(NC(=O)C3CCCCC3)ccc2O[C@@H]1CN(C)S(=O)(=O)c1cn(C)cn1	3
C[C@@H]1CN([C@H](C)CO)C(=O)c2cc(Br)cnc2O[C@H]1CN(C)C(=O)C1CCOCC1	2
O=C(C1=C[C@H](c2ccc(C(F)(F)F)cc2)C[C@H](OCc2ccc(CO)cc2)O1)N1CCOCC1	-4
COC(=O)C[C@H]1C[C@H]2c3cc(N(C)C)ccc3O[C@H]2[C@H](CO)O1	6
C[C@@H]1CN([C@@H](C)CO)C(=O)c2cc(NC(=O)CCCN(C)C)ccc2O[C@@H]1CN(C)S(=O)(=O)c1ccc(F)cc1	22
C[C@@H]1CN([C@H](C)CO)C(=O)Cc2cc(NS(C)(=O)=O)ccc2O[C@@H]1CN(C)CC1CCCCC1	1
C[C@H]1CN([C@@H](C)CO)C(=O)c2cccc(NS(=O)(=O)c3ccc(Cl)cc3)c2O[C@@H]1CN(C)Cc1ccccc1	4
COc1ccc(S(=O)(=O)Nc2ccc3c(c2)C(=O)N([C@H](C)CO)C[C@H](C)[C@@H](CN(C)S(=O)(=O)c2c(C)noc2C)OCCCC[C@@H](C)O3)cc1	-3
C[C@@H]1CN([C@H](C)CO)C(=O)c2cccc(NC(=O)Nc3ccc4c(c3)OCO4)c2O[C@H]1CN(C)S(=O)(=O)c1cccs1	5
CNC[C@@H]1Oc2c(NS(=O)(=O)c3cn(C)cn3)cccc2C(=O)N([C@@H](C)CO)C[C@@H]1C	4
Cc1ccc(S(=O)(=O)N(C)C[C@@H]2Oc3ccc(NC(=O)C4CC4)cc3C(=O)N([C@@H](C)CO)C[C@@H]2C)cc1	1
C[C@H]1CN([C@@H](C)CO)C(=O)Cc2cc(NC(=O)c3ccncc3)ccc2O[C@@H]1CN(C)C(=O)NC1CCCCC1	-1
C[C@@H]1CCCCO[C@H](CN(C)Cc2ccc3c(c2)OCO3)[C@H](C)CN([C@@H](C)CO)C(=O)c2cc(NC(=O)NC3CCCCC3)ccc2O1	0
COc1ccc(NC(=O)N(C)C[C@@H]2OCc3cn(nn3)CCCC(=O)N([C@@H](C)CO)C[C@@H]2C)cc1	-1
C[C@H]1CN([C@@H](C)CO)C(=O)c2cc(NC(=O)c3ccncc3)ccc2O[C@H]1CN(C)Cc1ccc(Cl)c(Cl)c1	-4
CC(C)NC(=O)Nc1ccc2c(c1)CC(=O)N([C@@H](C)CO)C[C@H](C)[C@H](CN(C)CC1CC1)O2	0
Cc1ccc(S(=O)(=O)Nc2ccc3c(c2)C(=O)N([C@@H](C)CO)C[C@@H](C)[C@@H](CN(C)C(=O)Nc2ccc(C(F)(F)F)cc2)O3)cc1	-5
Cc1noc(C)c1NC(=O)Nc1ccc2c(c1)C(=O)N([C@@H](C)CO)C[C@H](C)[C@H](CN(C)S(=O)(=O)c1ccc(Cl)cc1)O2	4
COc1ccccc1-c1cnc2c(c1)C(=O)N([C@@H](C)CO)C[C@H](C)[C@H](CN(C)Cc1cccnc1)O2	4
CNC[C@H]1Oc2cc(-c3ccc(C)cc3)ccc2S(=O)(=O)N([C@H](C)CO)C[C@@H]1C	14

Taken from above.
`COc1ccccc1-c1cnc2c(c1)C(=O)N([C@@H](C)CO)C[C@H](C)[C@H](CN(C)Cc1cccnc1)O2` in NSD2 block: 4
`C[C@@H]1CN([C@H](C)CO)C(=O)Cc2cc(NS(C)(=O)=O)ccc2O[C@@H]1CN(C)CC1CCCCC1` in NSD2 block: 1
`C[C@@H]1CN([C@@H](C)CO)C(=O)c2cc(NC(=O)CCCCCC(=O)Nc3ccccc3N)ccc2O[C@@H]1CN(C)S(=O)(=O)c1ccc(Cl)cc1` in NSD2 block: -1
`C[C@H](CO)N1C[C@H](C)[C@H](CN(C)S(C)(=O)=O)Oc2ncc(/C=C/c3ccccc3)cc2C1=O` in NSD2 block: 3

(list continues)
SMILES	NSD2 block
C[C@H](CO)N1C[C@H](C)[C@H](CN(C)S(=O)(=O)c2ccc(F)cc2)Oc2ccc(NC(=O)Cc3ccccc3)cc2C1=O	3
COC(=O)[C@H]1[C@@H]2COc3ccccc3[C@H]2N[C@H]1C(=O)OC	1
C[C@H]1CN([C@@H](C)CO)C(=O)c2cc(Br)cnc2O[C@H]1CN(C)S(=O)(=O)c1ccccc1	1
C[C@H]1CN([C@@H](C)CO)C(=O)Cc2cc(NS(=O)(=O)c3cccs3)ccc2O[C@@H]1CN(C)CC1CCCCC1	-11
C[C@@H]1CCCCO[C@H](CN(C)Cc2ccc3c(c2)OCO3)[C@@H](C)CN([C@@H](C)CO)C(=O)c2cc(NC(=O)Nc3ccccc3)ccc2O1	10
COc1ccc([Si](C)(C)[C@H]2[C@H](CCn3cc([C@H](O)c4ccccc4)nn3)O[C@@]3(C(=O)N(C)c4ccccc43)[C@@H]2C)cc1	2
CNC[C@@H]1Oc2ccc(N(C)C)cc2CC(=O)N([C@H](C)CO)C[C@@H]1C	2
CC1(C)COC(CCC/C=N/NC(=O)c2ccccn2)OC1	-3
NC(N)=NC(N)=Nc1cccc(Cl)c1	1
C[C@H](CO)N1C[C@H](C)[C@H](CN(C)Cc2ccncc2)Oc2ccc(NC(=O)Cc3cn(C)c4ccccc34)cc2CC1=O	-4
C[C@@H]1CN([C@H](C)CO)C(=O)c2cc(NC(=O)Nc3ccc(C(F)(F)F)cc3)ccc2O[C@H]1CN(C)S(=O)(=O)c1ccccc1	-8
C[C@H](CO)N1C[C@H](C)[C@@H](CN(C)C(=O)Nc2cccc3ccccc23)Oc2ccc(NC(=O)C3CC3)cc2C1=O	4
COc1ccc(NC(=O)Nc2ccc3c(c2)C(=O)N([C@@H](C)CO)C[C@@H](C)[C@H](CN(C)C(=O)Nc2c(C)noc2C)O3)cc1	8
C[C@@H]1CN([C@H](C)CO)C(=O)Cc2cc(NC(=O)C3CCCCC3)ccc2O[C@H]1CN(C)C(=O)Nc1ccc(C(F)(F)F)cc1	12
C[C@H](CO)N1C[C@H](C)[C@@H](CN(C)C(=O)Nc2ccccc2)Oc2ccc(NS(=O)(=O)c3cccs3)cc2CC1=O	4
Cc1ccccc1-c1ccc2c(c1)O[C@@H](CN(C)C)[C@@H](C)CN([C@H](C)CO)S2(=O)=O	-9
C[C@H]1CN([C@@H](C)CO)C(=O)Cc2cc(NS(=O)(=O)c3ccc(F)cc3)ccc2O[C@@H]1CN(C)S(=O)(=O)c1cccs1	0
COc1ccc(NC(=O)Nc2cccc3c2O[C@@H](CN(C)S(=O)(=O)c2ccc(OC)cc2)[C@@H](C)CN([C@@H](C)CO)C3=O)cc1	-2
Cc1noc(C)c1NC(=O)Nc1ccc2c(c1)CC(=O)N([C@H](C)CO)C[C@@H](C)[C@H](CN(C)C)O2	3
CN1CCN(CCCN2c3ccccc3Sc3ccc(Cl)cc32)CC1	3
CC(C)(C)OC(=O)N1C[C@@H]2C(NC(=O)c3nsc(Cl)c3Cl)[C@@H]2C1 (some centres not stated)	5
C[C@H](CO)N1C[C@H](C)[C@H](CN(C)Cc2ccccc2)Oc2ccc(NS(=O)(=O)c3cccs3)cc2C1=O	4
COc1ccc(CN(C)C[C@H]2Oc3c(NC(=O)Nc4ccc(C(F)(F)F)cc4)cccc3C(=O)N([C@H](C)CO)C[C@@H]2C)cc1	3
Cc1ccc(S(=O)(=O)Nc2ccc3c(c2)C(=O)N([C@H](C)CO)C[C@@H](C)[C@H](CN(C)C(=O)NC2CCCCC2)O3)cc1	-1
Cc1cc(C(=O)Nc2cccc3c2O[C@H](CN(C)C(=O)Nc2ccc(C(F)(F)F)cc2)[C@H](C)CN([C@@H](C)CO)C3=O)n(C)n1	5
SMILES	NSD2 block
CCCNCC(O)COc1ccccc1C(=O)CCc1ccccc1 (configuration not stated)	13
C[C@@H]1CCCCO[C@@H](CN(C)Cc2ccc(Cl)c(Cl)c2)[C@H](C)CN([C@@H](C)CO)C(=O)c2cc(NC(=O)CCC(F)(F)F)ccc2O1	-3
CO[C@H](CN(C)C(=O)c1ccccc1F)[C@@H](C)CN([C@H](C)CO)S(=O)(=O)c1ccc(Cl)cc1	4
Cc1noc(C)c1NC(=O)Nc1ccc2c(c1)C(=O)N([C@H](C)CO)C[C@@H](C)[C@@H](CN(C)S(=O)(=O)c1ccccc1)OCCCC[C@H](C)O2	4
C[C@@H]1CN([C@@H](C)CO)C(=O)c2cccc(NC(=O)Nc3ccc4c(c3)OCO4)c2O[C@@H]1CN(C)C(=O)Nc1cccc2ccccc12	-1
C[C@@H]1CN([C@@H](C)CO)C(=O)c2cc(NC(=O)Nc3ccc(C(F)(F)F)cc3)ccc2O[C@H]1CN(C)CC1CCCCC1	5
C[C@H]1CN([C@@H](C)CO)C(=O)c2cc(-c3cncnc3)cnc2O[C@@H]1CN(C)CC1CCCC1	6
O=C(C[C@@H]1C[C@H]2c3cc(NC(=O)CC4CC4)ccc3O[C@H]2[C@H](CO)O1)NCC1CC1	-5

Some of the compounds tested (hit frequency here may not be typical).
